EWS-Fli block = EWS/Fli-driven NR0B1 reporter inhibitors, primary screen, A673 cells, NR0B1 luciferase, luminescence, MLPCN library; viability-normalised; inhibition, % at 12.6 µM; hit rate 0.67% among 350,000; AID 651661, 2012;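 active = mean inhibition of at least 50% after viability correction, with every replicate also passing that limit; inconclusive = mean reaches 50% but only one of two replicates passes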;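 note: firefly luciferase signal divided by Alamar Blue viability fluorescence both relative to DMSO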
PAX8 inh HTS = inhibitors of PAX8-driven TPO luciferase reporter, primary screen, RMG-I cells, single concentration. SteadyGlo, 24 h. hit rate 1.2% among 360,000. inhibition, % at 12.6 µM;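 active = mean replicate inhibition at least 60% with every replicate also reaching 60%; inconclusive = only one of the two criteria is met; inactive = mean below 60% and not all replicates reaching 60%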;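 note: luciferase light reporting Pax8 driven TPO promoter activity; plate controls were median of neutral control wells for no effect and mitoxantrone controls for full effect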
FN deposit inh = inhibitors of fibronectin matrix deposition, primary screen, AH1F cells, Alexa488-fibronectin fluorescence, plate reader; AH1F fibroblasts, overnight; inhibition, % at 12.6 µM; hit rate 0.086% among 350,000; AID 743247, 2014;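 active = mean inhibition across replicates of 30% or more, regardless of how many single replicates reach that level; inconclusive = mean under 30% yet at least half of replicates reach 30%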;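 note: positive control wells lacked labelled fibronectin entirely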
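Assay system: AH1F fibroblasts / Quantity: 10000 cells per well / Medium: DMEM plus 2% serum, read in PBS / Reagent: labelled fibronectin 24 nM / Dosing: single dose, pinned / Times: 1 h cell attachment, overnight exposure to compound and label / Signal: fluorescence, ex 485 nm, em 525 nm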
miR122 inh = miR-122 Renilla sensor signal increase in Huh7, primary screen, miR-122 inhibitor project, cell-based, single point, plate reader | Huh7 miR-122 Renilla luciferase sensor, 48 h; neutral wells = 0, positive control = 100 | activation (reporter increase), % at 12.5 µM | hit rate 0.3% among 340,000 | AID 602342, 2012;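 active = mean replicate activation score at least 90 and every replicate individually at or above 90; inconclusive = only one of the two criteria met; inactive = neither criterion met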;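 note: higher luciferase means less miR-122 activity so hits act as miR-122 inhibitors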
F508del corr = F508del CFTR correction, initial screen, CFBE line, single point | activity (quench increase), % at 7.58 µM | CFBE cells, YFP halide quenching; stimulated with forskolin plus potentiator P3; % fluorescence drop versus neutral controls | hit rate 0.36% among 350,000 | AID 720511, 2013;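 active = mean added fluorescence quench of at least 8% versus neutral control, with both replicates also reaching 8%; inconclusive = only one of the mean or replicate conditions met; inactive = mean below 8% and not both replicates reaching 8%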;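 note: cells transiently co-express mutant CFTR-F508del with the halide-sensitive YFP; corrector assay measuring rescue of mutant channel to the surface after 24 h compound exposure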
GSIS activator = GLuc luminescence reporter in INS-1E cells, primary screen for activators of glucose-dependent secretion of insulin. activation, % at 16.6 µM. INS-1E GLuc reporter insulin secretion, 2-3 h. hit rate 0.61% among 370,000. AID 743287, 2014;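 active = lowest replicate activation of at least 40%, so every replicate reaches that level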;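 note: 0% = median of neutral control wells and 100% = median of IBMX positive control wells; some compounds called inactive have numbers as strong as hits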
DENV2 CPE rescue = inhibitors of DENV2 cytopathic effect, primary screen, cell-based, plate reader, single concentration. DENV2-infected cells, cytopathic effect rescue. CPE inhibition, % at 9.99 µM. hit rate 1.7% among 350,000. AID 651640, 2012; in the data active = CPE inhibition above about 20%, passing the limit was not always enough; inconclusive = no clear call, values can overlap the other calls; tested in BHK-21 cells;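 note: 0% = median of neutral control wells and 100% = median of positive control wells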
* = called active by the depositor; ? = inconclusive; nt = not tested or not shown; & = joins results of further samples; [ ] = dose if it differs, or a comment.

The line under a structure holds: miR122 inh	GSIS activator	F508del corr	FN deposit inh	PAX8 inh HTS	EWS-Fli block	DENV2 CPE rescue
CCNc1ccc(S(=O)(=O)N(C)C)cc1NCC(=O)Nc1ccccc1F
    nt	37	nt	2	-4	nt	nt
CCOC(=O)c1c(/N=C/c2cccc([N+](=O)[O-])c2O)sc2c1CCC2
    nt	1	-1.1	-8	13	12	6
Brc1ccccc1Cn1c(-c2cncs2)nc2ccccc21
    6	nt	0.3	0	0	-2	9
Cc1cc(OCc2cc(C(=O)NC(C)c3c(C)nn(C)c3C)no2)cc(C)c1Cl (centres undefined)
    0	-41	2.0	-7	-170	nt	-6
CCOC(=O)CC1(NC(=O)c2cc(COc3cncc(Cl)c3)on2)CCCCC1
    3	-17	1.5	-2	-9	nt	-1
CCNc1nc(NC(C)(C)C)nc(SCC(N)=O)n1
    -8	13	1.8	-4	23	3	8
CC(c1cccs1)N(C(=O)Nc1ccccc1)C1CCCCC1 (centres undefined)
    19	8	nt	2	nt	nt	nt
Fc1ccc(-[n+]2nc(Nc3ccccc3)sc2-c2cccc(Cl)c2Cl)cc1
    -1	0	-1.4	-8	1	-1	-16
COc1ccc(NC(=O)Nc2ccc3c(c2)C(=O)N([C@H](C)CO)C[C@@H](C)[C@H](CN(C)S(=O)(=O)c2cccs2)O3)cc1
    -1[16.7 µM]	-4	-1.6	nt	nt	-7	-13
CCOC(=O)C(C)Sc1nc(=O)n2ccccc2n1 (centres undefined)
    5	13	-4.8	1	8	3	-3
O=C(CCNS(=O)(=O)c1ccccc1)NCCCSc1ccccc1
    -2	11	-4.5	1	3	nt	-13
Nn1c(SCC(=O)Nc2ccc(F)cc2F)nnc1-c1cccnc1
    -3	4	nt	-7	nt	nt	nt
CC=Cc1ccc2n(c1=O)C[C@H]1[C@H](CO)[C@@H](C(=O)NCC3CCCCC3)N(C(C)=O)[C@@H]21 (mixture of isomers)
    2[16.7 µM]	13	0.4	nt	nt	-1	0
CCOc1ccccc1OCCOCCOc1ccccc1[N+](=O)[O-]
    nt	nt	nt	-1	3	1	1
COCCNc1ccc(S(=O)(=O)N2CCCC2)cn1
    -4	-2	1.7	8	6	7	3
COc1ccccc1NC(=O)Cn1c(O)c(N=NC(=O)c2ccccc2O)c2ccccc21
    -6	-6	-4.3	7	13	0	-9
Cc1cc(-c2nc3ccccc3c(=O)o2)ccc1[N+](=O)[O-]
    0	9	-0.2	6	-67	-102	-6
CCCc1nc2c(nnn2Cc2ccccc2Cl)c(=O)[nH]1
    nt	3	nt	-6	38	7	4
CCOC(=O)c1c(C2COc3ccccc3O2)csc1NC(=O)c1ccco1 (centres undefined)
    -2	7	nt	-4	nt	nt	nt
COc1ccc(-c2ccccc2)cc1NC(=O)[C@@H]1O[C@H](CO)[C@@H](O)[C@H]1O
    1	5	0.6	26	18	-8	-5
COc1ccccc1NC(=O)N[C@@H]1CC[C@@H](CCNS(=O)(=O)c2ccccc2)O[C@H]1CO
    -5[16.7 µM]	7	-3.3	nt	1	-3	13
C[C@H](CO)N1C[C@H](C)[C@@H](CN(C)Cc2ccc(-c3ccccc3)cc2)OCc2ccccc2-c2c(n(C)c3ccccc23)C1=O
    nt	-18	1.6	16	51	1	12
CC(=O)N1c2ccc(S(=O)(=O)N3CCCC(C(=O)Nc4cccc(F)c4)C3)cc2CC1C (centres undefined)
    3	-16	3.0	8	nt	11	-4
C[C@H]1CN([C@@H](C)CO)C(=O)Cc2cc(NC(=O)Nc3ccc(F)cc3)ccc2O[C@H]1CN(C)C(=O)Nc1cccc2ccccc12
    -1[16.7 µM]	-15	-2.3	nt	30	4	-10
O=C(NC1=NCCS1)c1ccc(Cl)c(S(=O)(=O)N2CCCC2)c1
    2	10	-1.0	16	1	-5	-1
Cn1ccnc1SCc1ccc(Cl)cc1Cl
    nt	0	2.1	-3	-14	4	2
Cc1nn(C)cc1/C=N/NC(=O)Cn1nccc1C
    -3	-6	0.2	6	-7	-8	-18
CSCCC(NC(=O)c1ccccc1)C(=O)NCCCn1nc(C)cc1C (centres undefined)
    -6	4	1.7	4	8	2	0
COc1ccc(S(=O)(=O)N(C)C[C@@H]2Oc3ccc(NC(=O)CCC(F)(F)F)cc3CC(=O)N([C@H](C)CO)C[C@H]2C)cc1
    2[16.7 µM]	-7	0.4	nt	0	-171	2
COCC(=O)N1CC(=O)N2[C@H](CO)[C@H](c3ccc(C#CC(C)C)cc3)[C@@H]2C1
    nt	-5	-3.8	nt	-27	3	1
O=C(C[C@H]1C(=O)N(Cc2cccnc2)C[C@@H]1Cc1ccccc1)Nc1ccc(Br)cc1
    26	-44	0.9	6	30	13	-3
CN1C(=O)C2ON(c3ccccc3)C(c3cccs3)C2C1=O (centres undefined)
    6	nt	nt	7	-3	nt	nt
C[C@H](CO)N1C[C@H](C)[C@H](CN(C)Cc2ccc3c(c2)OCO3)Oc2ccc(N(C)C)cc2C1=O
    2[16.7 µM]	-1	4.1	-13	-5	3	5
CCCCCN1C=CC=C/C1=C\C=C(C#N)C#N
    -6	2	1.8	-11	6	2	-3
CCN1C(=O)c2ccccc2S(=O)c2ccc(C(=O)NC3CC3)cc21 (centres undefined)
    nt	-11	1.1	2	-8	0	1
COc1ccc(Cl)cc1NC(=O)c1cc(C)no1
    nt	4	1.7	-5	16	0	10
COc1ccc(-n2nc(C(=O)NCC(=O)NC3CCCC(C)C3C)c3ccccc3c2=O)c(OC)c1 (centres undefined)
    2	3	1.9	4	-10	20	1
CO[C@H]1CN(C)C(=O)c2ccc(NC(=O)c3ccccc3)cc2OC[C@H](C)N(C)C[C@@H]1C
    0[16.7 µM]	3	nt	7	-4	-1	-6
COC(=O)CSc1nc2cc(OC)ccc2n1C
    nt	-14	0.2	0	-8	-2	-1
CC1(C(=O)Nc2ccc3c(c2)OCCO3)CN(S(C)(=O)=O)CC(=O)N1CCc1ccccc1F (centres undefined)
    nt	13	1.4	7	9	7	10
CCOCCCNCc1ccc(OC)cc1
    0	10	nt	-2	nt	nt	nt
COc1nc2ccccc2nc1N1CCN(c2ccc(F)cc2)CC1
    19	4	0.6	0	22	10	-8
COc1ccc(C(=O)OCC(=O)c2ccc3c(c2)NC(=O)CO3)cc1OC
    6	8	3.1	2	-1	-4	3
Cc1ccc(C)c(NC(=O)N2CCc3ccccc3C2)c1
    4	nt	-0.5	-7	nt	-41	7
O=C(Nc1nc2ccccc2s1)Nc1ccc(F)cc1F
    nt	21	0.5	-2	-195	-59	-6

Two of the compounds above, field by field:
CO[C@H]1CN(C)C(=O)c2ccc(NC(=O)c3ccccc3)cc2OC[C@H](C)N(C)C[C@@H]1C
  miR122 inh: 0[16.7 µM]	GSIS activator: 3	F508del corr: nt	FN deposit inh: 7	PAX8 inh HTS: -4	EWS-Fli block: -1	DENV2 CPE rescue: -6

Cc1ccc(C)c(NC(=O)N2CCc3ccccc3C2)c1
  miR122 inh: 4	GSIS activator: nt	F508del corr: -0.5	FN deposit inh: -7	PAX8 inh HTS: nt	EWS-Fli block: -41	DENV2 CPE rescue: 7

Carrying on:
The line under a structure holds: miR122 inh	GSIS activator	F508del corr	FN deposit inh	PAX8 inh HTS	EWS-Fli block	DENV2 CPE rescue
CC(=O)NCCc1nc2cc(NC(=O)c3cccs3)ccc2n1C
    -10	0	-3.0	-2	11	-2	3
COc1ccc(CN2C(=O)c3ccccc3C2=O)cc1C(=O)N(C)CC(=O)Nc1ccc(C)cc1
    -3	nt	1.6	-1	21	8	12
C#CCN(C[C@@H]1[C@@H](OC(=O)NCCCCCC)[C@@H](OC(=O)NCCCCCC)Cn2c(=O)n(CCCCCC)c(=O)n21)S(=O)(=O)c1ccc(C)cc1
    -4	15	-1.5	5	-13	2	-7
O=C(NC(C(=O)c1ccccc1)N1CCOCC1)c1ccccc1 (centres undefined)
    2	nt	nt	8	-41	nt	nt
CCc1cc2c(nc1CC)CCCN2CCOC
    nt	nt	-2.1	-2	-8	4	0
O=C(Nc1cc(S(=O)(=O)Nc2ccccc2Cl)ccc1O)c1ccc(F)cc1F
    6	-2	2.1	1	10	-1	2
CN(C(=O)COc1coc(CN2CCN(c3ccccc3)CC2)cc1=O)c1ccccc1
    -1	5	2.7	-6	10	2	-3
O=C(Nc1ccc(Br)cc1F)C1CC(=O)N(C2CCCCC2)C1 (centres undefined)
    nt	0	2.4	-1	14	nt	?
Cc1ccc(Cl)c(OCCN2CCCC(C)C2)c1 (centres undefined)
    4	27	nt	-4	5	nt	nt
COc1ccc2c3c([nH]c2c1)[C@H](CO)N(C(=O)CN(C)C)CC31CN(Cc2ccccc2Cl)C1
    nt	52	-6.5	nt	nt	-10	33*
COC(=O)[C@@]12CCCCN1[C@H](c1ccc(-c3cccc(Cl)c3)c(OC)c1)[C@H]1C(=O)N(C)C(=O)[C@H]12
    -2	-17	1.6	12	12	-7	-5
Cc1ccc(C(=O)Nc2ccccc2C(=O)Nc2ccccn2)cc1Cl
    18	5	-1.7	11	-28	-24	-3
C/C=C/c1ccc2c(c1)O[C@@H](CN(C)S(C)(=O)=O)[C@@H](C)CN([C@H](C)CO)S2(=O)=O
    -1[16.7 µM]	28	-1.1	12	nt	2	-7
COc1ccc(/C=C(/NC(=O)c2ccc(OC)c(OC)c2)C(=O)NCCc2c[nH]c3ccccc23)cc1
    3	4	nt	-2	29	12	20*
CC(=O)C1=C(c2ccccc2)OC(N)=C(C#N)C1c1ccccc1F (centres undefined)
    nt	-5	nt	-17	3	-34	nt
CCCCCC(=O)N1C[C@H](n2cc(C3CC3)nn2)[C@@H](O)C[C@@H]1c1ccc(Cl)cc1
    -1	-23	-2.7	6	-9	3	1
COc1cc(-c2csc(NC3CCCCC3)n2)cc(OC)c1OC
    -7	6	2.4	2	0	nt	0
CC(C)NC(=O)Nc1ccc2c(c1)C(=O)N([C@H](C)CO)C[C@H](C)[C@@H](CN(C)C(=O)Nc1ccc3c(c1)OCO3)OCCCC[C@H](C)O2
    0[16.7 µM]	3	0.6	3	11	-48	-2
CCN(CC)CCCNC(=O)Cn1cc2c(n1)CCC(C)C2 (centres undefined)
    1	3	-1.6	5	1	-2	16
CCOc1ccccc1NC(=S)NC1CCCCC1
    47	nt	nt	4	-6	-5	7
CCOc1ccc(CCN2C(=S)N([C@@H](Cc3ccc(O)cc3)CN3CCC[C@@H]3CN3C(=S)NC[C@@H]3CC(C)C)C[C@@H]2Cc2ccccc2)cc1
    -6	-2	1.9	7	50	19	1
Cn1ccc2cc(OCc3ccccc3)ccc21
    10	2	3.5	nt	-215	-87	4
O=C(CSc1nc2ccccc2o1)NC1CCCC1
    nt	-11	0.5	nt	-5	4	-2
CC(=O)Nc1cccc(NC(=O)CS(=O)(=O)c2cn(CC(=O)N(C(C)C)C(C)C)c3ccccc23)c1
    nt	2	-1.9	nt	-9	nt	-7
CC1=C(C(=O)N2CCCCCC2)CC(CC(=O)NC2CCCCC2)C(=O)N1Cc1ccc(C(C)(C)C)cc1 (centres undefined)
    1	-22	-3.4	0	5	9	-6
CC(=O)n1cc([C@@H]2C=C(C(=O)NCc3ccccc3)O[C@H](OCCCCO)C2)c2ccccc21
    9	-6	1.5&0.2	-5	25&6	13&1	-1&16
O=C(CN(C(=O)c1csnn1)c1ccc(F)c(Cl)c1)NCc1ccc(F)cc1
    12	7	-0.1	-4	3	11	3
O=C(CSC1=NS(=O)(=O)c2ccccc2N1)Nc1ccc(F)cc1
    nt	11	0.4	16	-8	-5	13
Cc1ccc(S(=O)(=O)NCc2ccc3[nH]c(C)cc3c2)cc1
    5	nt	0.5	-6	3	9	4
